Screens deposited in PubChem BioAssay by National Center for Advancing Translational Sciences (NCATS).
TCR activator: activators of T cell receptors. primary human leukocytes, anti-CD3, IL-2 HTRF, 48 h. Potency, µM (highest dose often 9.22 µM), for the others: at the highest dose activation of IL-2 secretion, most hits filed as activators. 330,000 tested, under 10 active. AID 504894; also: % of control where 0% means no effect
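Compounds are tested in HTS on primary human leukocytes co-incubated with a-CD3 beads for 48 hr. IL-2 output is measured by time-resolved FRET.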
Chronic BCR inh: blocks chronic active B-cell receptor signaling. ABC-DLBCL IkBa-CBG/CBR reporter, luminescence ratio, 4 h. Potency, µM (highest dose often 46.1 µM), for inactives: at the top dose ratio change, negative = lower green/red ratio, usual class: inhibitors. 340,000 tested, 0.05% active. AID 493014; active = well fitted inhibition curve with a large enough effect in the signal ratio, with a control signal flat, not every such curve was filed as active; inconclusive = small, poorly fitted or top-dose-only effect, or effect the other way, or a change in a side signal; the % refers to the signal ratio;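 also: potency is read from the fitted curve at half-maximal effect; plate controls were basal doxycycline-induced cells for no effect and cells given 10 µM MG132 for full effect; MG132 reads +100%, hits lower the ratio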
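Concentration-response series (up to 46 uM) were applied to TMD8 dual-reporter cells for 4 h at 37C with doxycycline. Green/red ratio, after filter-overlap correction, defined %Activity; red signal alone was normalised to basal cells and zero luminescence.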
Tb PFK inh: inhibitors of T. brucei phosphofructokinase. O15648. T. brucei PFK, ADP-Glo luminescence. Potency, µM (highest dose often 57.5 µM), for the others: at the highest dose activity, negative = inhibition, most hits filed as inhibitors. 330,000 tested, 0.17% active. AID 485367;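 also: potency is read from the fitted curve at half-maximal effect; 0% = uninhibited 1x PFK enzyme wells and -100% = no-enzyme wells; nearly all actives have a fitted effect of over 60% in size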
Target sequence (O15648 whole entry, looked up): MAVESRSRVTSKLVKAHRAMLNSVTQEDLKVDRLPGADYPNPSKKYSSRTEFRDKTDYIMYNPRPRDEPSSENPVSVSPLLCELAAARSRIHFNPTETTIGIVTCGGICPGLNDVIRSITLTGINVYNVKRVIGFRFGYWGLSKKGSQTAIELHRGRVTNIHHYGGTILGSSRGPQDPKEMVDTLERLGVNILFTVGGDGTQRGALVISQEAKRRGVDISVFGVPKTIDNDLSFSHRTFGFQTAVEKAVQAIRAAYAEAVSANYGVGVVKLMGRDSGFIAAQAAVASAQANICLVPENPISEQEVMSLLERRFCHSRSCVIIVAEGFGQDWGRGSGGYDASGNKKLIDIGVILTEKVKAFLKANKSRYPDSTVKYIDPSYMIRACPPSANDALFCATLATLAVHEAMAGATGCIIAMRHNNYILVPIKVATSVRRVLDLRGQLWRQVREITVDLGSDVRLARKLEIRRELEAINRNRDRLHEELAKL
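Activity is normalized to no-enzyme wells (full inhibition) and 1.25 nM enzyme wells (no inhibition). Reaction: 0.5 mM F6P, 0.1 mM ATP, 45 min RT, ADP-Glo luminescence; concentration-response curves fitted and classed by quality.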
hERG WT inh: inhibitors of human wildtype KCNH2 potassium channel | AID 720551 | activity change, % at 1.84 µM | U2OS, BacMam KCNH2, thallium flux FluxOr; active compounds read low | 340,000 tested, 0.37% active;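 active = maximum activity change below -70%; inconclusive = maximum activity change between -70% and -50%; inactive = maximum activity change above -50%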; also: % is scaled to controls: 0 for no effect and ±100 for the full control effect
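U2OS cells transduced with wild-type KCNH2 virus are loaded with FluxOr dye for 45 min, and thallium flux is measured in kinetic reads before and after stimulation buffer. Rate constants are normalized to DMSO controls.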
GALK inhibitor: inhibitors of human galactokinase. P51570. Purified GALK, Kinase-Glo residual ATP luminescence. Potency, µM (doses to about 57.5 µM), for the others: at the highest dose activity change, negative = inhibition, usual class: inhibitors. 270,000 tested, 0.007% active; also: potency is read from the fitted curve at half-maximal effect; % is scaled to controls: 0 for no effect and ±100 for the full control effect
Target sequence (P51570 whole entry, looked up): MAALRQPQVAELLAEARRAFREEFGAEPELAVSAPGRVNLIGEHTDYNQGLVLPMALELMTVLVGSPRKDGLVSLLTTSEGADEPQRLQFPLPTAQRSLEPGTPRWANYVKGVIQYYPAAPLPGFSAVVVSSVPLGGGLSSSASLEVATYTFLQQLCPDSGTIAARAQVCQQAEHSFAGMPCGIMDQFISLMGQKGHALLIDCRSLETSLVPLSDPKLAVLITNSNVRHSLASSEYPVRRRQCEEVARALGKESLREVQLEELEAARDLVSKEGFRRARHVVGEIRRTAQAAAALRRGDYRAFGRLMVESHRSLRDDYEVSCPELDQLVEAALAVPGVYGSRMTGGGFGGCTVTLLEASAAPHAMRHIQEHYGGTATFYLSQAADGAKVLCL
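GALK at 5 nM final was combined with compound, 35 uM ATP and 100 uM galactose in HEPES pH8.0 with MgCl2 and DTT. The reaction ran one hour at room temperature before luminescent ATP detection.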
MLL CXXC-DNA inh: inhibitors of human MLL CXXC domain-DNA interaction | MLL-CXXC / FITC-HOXA9 DNA fluorescence polarization | Q03164 | 290,000 tested, 0.037% active | Potency, µM (top dose mostly 115 µM), for inactives: top-dose activity change, negative = inhibition, hits mostly inhibitors; active = well fitted inhibition curve with a large enough effect in the polarisation, with a control signal flat, not every such curve was filed as active; inconclusive = small, poorly fitted or top-dose-only effect, or effect the other way, or a change in a side signal; inactive = no such curve, though single readings can be large or run the other way; the % refers to the polarisation; also: potency is read from the fitted curve at half-maximal effect
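Purified MLL-CXXC (added from a 7 uM solution) was preincubated 5 min at ambient with pinned compounds in 50 mM Tris-HCl pH 7.5, 50 mM NaCl, 1 mM DTT, 0.05% BSA. Fluorescein-labeled HOX-A9 DNA (50 nM solution) followed, 30 min, then polarization read.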
A-T KAP1 phos: potential ataxia-telangiectasia treatment | […] A-T fibroblasts, KAP-1 phosphorylation AlphaLISA; neocarzinostatin DNA damage 30 min before lysis | AID 485349 | Potency, µM (highest dose often 57.5 µM), for the others: at the top dose activation, usual class: activators | 320,000 tested, 0.19% active; also: potency is read from the fitted curve at half-maximal effect; % of control where 0% means no effect; nearly all actives have a fitted effect of over 45% in size
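ATM-like activity read as KAP-1 phosphorylation via AlphaLISA donor/acceptor antibody pairs after lysis and 6 hr at 25C. Cells were ATM-null patient fibroblasts ([…], hTERT), dosed 60 min, then exposed to the DSB inducer NCS for 30 min.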
Coupling enz: inhibits coupling enzyme system, counter-screen for aldolase hits; coupling enzyme system counterscreen, AmpLite Red fluorescence; AID 2472; 290,000 tested, 0.67% active; activity change, negative = inhibition, % at 58.2 µM, hits read low; in the data active = activity change below about -30%; also: % is scaled to controls: 0 for no effect and ±100 for the full control effect
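Fluorescence at 525 nm excitation and 598 nm emission measured inhibition of the coupled detection system without aldolase. Compounds (at 57.5 uM final) were preincubated 10 min at room temperature with coupling enzyme reagent before a 20 min substrate/AmpLite Red step.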
Giardia kill: Giardia lamblia killing; Giardia lamblia trophozoite viability; activity change, % at 7.66 µM, hits read low; 340,000 tested, 0.15% active; in the data active = activity change below about -80%; inconclusive = between about -30% and that limit;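 also: parasites exposed to compound for two days anaerobically before the ATP read; % is scaled to controls: 0 for no effect and ±100 for the full control effect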
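Viability, read as ATP luminescence: trophozoites at 100 cells/well, compound added, 48 hrs anaerobic at 37 deg C, then 15-30 min room-temperature development before reading.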
TSHR antagonist: blocks TSH signaling through the human TSH receptor. P16473. TSHR-expressing cells, TSH-stimulated cAMP HTRF, 2 h; active compounds read low. activity change, negative = inhibition, % at 11.5 µM. 330,000 tested, 0.2% active. AID 504810;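 active = activity change below a set negative limit, meaning inhibition stronger than a set level, cut at about -70% in these data; inconclusive = activity change between two set negative limits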; also: % is scaled to controls: 0 for no effect and ±100 for the full control effect
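Freshly harvested TSHR cells receive pin-tooled compound, then EC80 TSH at 4nM final. After 2 hours at 37 deg C, antibody in lysis buffer and cAMP-d2 are added; 30 minutes at ambient temperature precede the HTRF read.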
* marks the source's active call; other numbers are inactive results; ? = inconclusive; nt = not tested or not shown; [ ] = dose if it differs, or a comment. Unless noted, calls follow the shape of the dose curve; as a rule, active = well fitted curve in the direction sought with a large enough effect; inconclusive = small, poorly fitted or top-dose-only effect, or another doubt; inactive = no such curve, though single readings can be large; an effect the other way counts as inactive or inconclusive.

SMILES | TCR activator | Chronic BCR inh | Tb PFK inh | hERG WT inh | GALK inhibitor | MLL CXXC-DNA inh | A-T KAP1 phos | Coupling enz | Giardia kill | TSHR antagonist
O=C(NCc1ccccn1)c1cccc(S(=O)(=O)N2CCCCC2)c1 | 4% | 6% | -6% | 1 | nt | nt | 6% | nt | 6 | -2
CNC(=O)c1c(NC(=O)C2=COCCO2)sc2c1CCCC2 | -18% | ? | 2% | 13 | -4% | 19% | ? | nt | 3 | -3
CCCCNC(=O)[C@H]1C[C@H]1[C@@H](O)[C@H](CO)NC(=O)[C@H](CC(C)C)NC(=O)OC(C)(C)C | 2% | -10% | -9% | -5 | nt | -13% | -1% | 3 | 8 | 3
O=C(N/N=C/c1cc2ccccc2[nH]1)c1ccccc1Cl | -1% | ? | -1% | 0 | 0% | 7% | -4% | -8 | -1 | 0
CN(C)S(=O)(=O)c1ccc(Cl)c(NC(=O)c2ccncc2)c1 | 3%[46.1 µM] | -2% | -1% | -1 | -2% | 6% | 7% | 3 | -9 | 2
COc1ccc(Cl)cc1NC(=S)Nc1cccc(C)c1 | nt | 3% | -4% | 3 | 0% | -6% | 6% | 1 | -2 | -2
COc1ccc(S(=O)(=O)N2CCOCC2)cc1NC(=O)c1cc2ccccc2o1 | 8% | 4% | 5% | -1 | nt | nt | -12% | nt | 15 | 20
Cc1ccc(Cl)cc1N1CCN(S(=O)(=O)N2CCCCC2)CC1 | 14% | 1% | 3% | -5 | -1% | -11% | 7% | 3 | 12 | -13
Cc1nn(Cc2ccc(Cl)cc2Cl)c(C)c1NC(=O)C1C2CCC(O2)C1C(=O)O (stereo not given) | 6%[46.1 µM] | 18% | -1% | 3 | 0% | -5% | -4% | -1 | -23 | -5
O=c1[nH]cnc2c1sc(=S)n2-c1ccccc1 | -6% | 4% | -2% | 8 | -2% | 10% | 5% | 4 | 2 | -12
CC1=NN(c2ccccc2)C(=O)/C1=C\N(O)c1ccccc1 | nt | ? | 0% | 7 | 3% | -20% | -1% | -6 | -27 | 2
COc1ccccc1OCC(=O)Nc1cccc(C(=O)N2CCOCC2)c1 | -2% | 1% | 4% | -13 | 0% | 18% | 4% | 1 | 1 | 7
CCOC(=O)Cn1nc(C)c(NC(=O)c2ccc(Br)o2)c1C | 6% | ? | 7% | 2 | 0% | -6% | -3% | -1 | -29 | -17
Cc1ccc(NC(=O)[C@@H]2CCCN2S(=O)(=O)c2ccccc2F)cc1 | -12% | 0% | -2% | -7 | 0% | -19% | 0% | 0 | -16 | -5
NC(=O)CCCC1=NS(=O)(=O)c2ccccc2N1 | 1% | -4% | 0% | -4 | -3% | 13% | 1% | -2 | -21 | 6
Cc1cccc(-n2ccnc2SCC(=O)N2CCCc3ccccc32)c1C | -8%[46.1 µM] | -1% | 4% | 1 | 0% | 0% | -3% | 0 | 8 | 6
O=C(NC(=S)Nc1ccc(N2CCCCC2)c(Cl)c1)c1ccc2c(c1)OCCO2 | 6% | 0% | -6% | 9 | -1% | -6% | 7% | -3 | 11 | -15
O=C(CSc1nc2ccccc2c(=O)[nH]1)Nc1nc(-c2ccc(Br)cc2)cs1 | 5% | 8% | 2.7µM* | -9 | 5% | 15% | 31% | nt | -7 | 5
O=C1c2ccccc2C(=O)N1CCCOCc1c[nH]c(=O)[nH]c1=O | -2% | 3% | 0% | 5 | 0% | -7% | -6% | 0 | -19 | -11
O=C(c1cc(-c2cccs2)on1)N1CCN(C(c2ccccc2)c2ccccc2)CC1 | 1% | ? | -3% | 14 | 2% | 17% | 4% | -1 | 2 | -2
Cc1ccc(CCNC(=O)c2cc(S(=O)(=O)N3CCCC3)cn2C)cc1 | 3% | 2% | 2% | -24 | nt | nt | -4% | 0 | 15 | 1
CN1CCN(c2ccc(-c3ccnn3C(=O)Nc3ccccc3)cc2)CC1 | -6% | -10% | -1% | 15 | -2% | 3% | -4% | 0 | -7 | -8
Cc1ccc(NC(=O)Nc2ccc(F)cc2F)c(OC(F)F)c1 | -3% | 2% | 3% | 1 | 2% | 22% | 3% | 1 | -17 | -2
CCN(C(=O)COc1ccccc1C(=O)NCc1ccccc1)C1CCS(=O)(=O)C1 (stereo not given) | -9% | -1% | 1% | -8 | nt | nt | 1% | nt | 2 | 7
Cc1nn(-c2ccccc2)nc1C(=O)c1c(C)[nH]n(-c2ccccc2)c1=O | -6% | 3% | -9% | 2 | nt | -10% | -9% | 11 | 8 | -12
SMILES | TCR activator | Chronic BCR inh | Tb PFK inh | hERG WT inh | GALK inhibitor | MLL CXXC-DNA inh | A-T KAP1 phos | Coupling enz | Giardia kill | TSHR antagonist
CCOc1ccccc1NC(=O)C1CCCN(S(=O)(=O)c2ccc(-n3cnnn3)cc2)C1 (stereo not given) | -2% | 1% | 0% | 30 | 3% | 8% | -10% | 1 | -5 | -1
COc1cc(NC(=O)c2ccc3c(c2)OCCO3)ccc1NC(=O)c1ccccc1Cl | 5% | 4% | -1% | 5 | 0% | 4% | 6% | nt | -3 | -4
Cc1ccccc1CC(=O)Nc1cccc(S(=O)(=O)N2CCCC2)c1 | 0% | ? | 0% | -18 | nt | nt | 14% | nt | 9 | -2
CCC(C)n1cnc2c(c1=O)c1nc3ccccc3nc1n2-c1ccc2c(c1)OCCO2 (stereo not given) | nt | 3% | -7% | 1 | 0% | 2% | 0% | -2 | -4 | -5
CCN(C(=O)CSc1nc(C)nc2sc3c(c12)CCC3)C1CCS(=O)(=O)C1 (stereo not given) | -14% | ? | -6% | 9 | nt | nt | -9% | nt | 12 | -8
COc1ccccc1OCCCc1c(C)n[nH]c1C | nt | -19% | 3% | -16 | 0% | 14% | -5% | -2 | -5 | 5
CCc1cc2c(=O)[nH]c(Cc3ccc(Cl)cc3)nc2s1 | 2% | 10% | 2% | 10 | -1% | 15% | -2% | -1 | -2 | -10
CCCCN1C(=O)C(O)(CC(=O)c2ccccc2OC)c2ccccc21 (stereo not given) | -1% | -1% | -5% | -9 | nt | 2% | 13% | -2 | 30 | -3
CCN(C[C@H]1N[C@@](Cc2ccccc2)(C(=O)OC)[C@H]2C(=O)N(Cc3ccccc3)C(=O)[C@@H]12)C(=O)Nc1ccc(Cl)cc1 | 10% | 1% | -3% | -8 | nt | nt | -1% | nt | -4 | -7
CN(c1ccc(OCC(=O)NC2CCCC2)cc1)S(=O)(=O)c1cccs1 | 1% | 2% | -3% | -2 | 1% | 6% | 2% | 1 | -9 | 4
O=S(=O)(Nc1nc2ccccc2nc1Cl)c1ccccc1 | -16%[46.1 µM] | 13% | 10% | -48 | 1% | -3% | 1% | 14 | 11 | 22
O=C(COC(=O)CNC(=O)c1ccc(Cl)cc1Cl)NNC(=O)c1ccccc1F | 0% | 3% | 0% | 3 | nt | nt | -6% | nt | -1 | 2
Cc1ccc(O)c(NC(=O)C2CC(c3ccc(F)cc3)=NO2)c1 (stereo not given) | -3% | -6% | -2% | -9 | nt | -11% | -8% | 0 | 6 | 2
CS(=O)(=O)N(CC(=O)NCCSCc1cccc(Cl)c1)c1ccc2c(c1)OCO2 | 7% | 0% | -15% | 4 | 0% | -1% | -3% | 2 | 5 | -4
O=C(NC1CC1)c1cccc(NC(=O)c2cc(S(=O)(=O)N3CCOCC3)ccc2Cl)c1 | -1% | -11% | -4% | -3 | nt | nt | -4% | nt | -28 | -6
CC12CCC(=O)N1C(C(=O)Nc1nc(-c3ccc(F)cc3)cs1)CS2 (stereo not given) | -2% | nt | -1% | 1 | nt | nt | -1% | nt | 8 | -3
COc1ccccc1OCC(=O)Nc1nonc1NC(=O)COc1ccccc1OC | 2%[46.1 µM] | -7% | 9% | 6 | 1% | 1% | 21% | 0 | ? | -13
Cc1ccc2nc(-c3ccccc3)nc(SC(C)C(=O)NCc3cccs3)c2c1 (stereo not given) | nt | 1% | -6% | nt | 0% | 0% | 0% | 2 | nt | 3
COC(=O)NC1(C(=O)O)CCCC1 | -6% | -3% | -2% | -6 | 0% | -1% | 3% | 4 | 15 | 1
O=C(NNC(=S)NC(=O)c1ccccc1[N+](=O)[O-])c1ccccc1[N+](=O)[O-] | 2% | ? | 3% | 19 | 0% | 21% | -5% | -1 | -4 | -3
O=C(c1ccc(CSc2ccccc2)cc1)N1CCCCCC1 | -1%[46.1 µM] | 0% | -5% | 0 | nt | -1% | 1% | 1 | 10 | -13
C[C@@H](CN=[N+]=[N-])CN1CC[C@H](NC(=O)OCc2ccccc2)CCC1=O | 0% | -8% | 1% | 5 | nt | 1% | 0% | 2 | 17 | -6
O=C(C1CC(=O)N(c2ccc(F)cc2)C1)N1CCOCC1 (stereo not given) | 4% | 0% | -1% | 3 | -1% | -1% | 7% | 2 | 7 | 4
